# Compound activity deposited in PubChem by several laboratories.
# Kir21 inh = Kir2.1 (mouse) channel inhibition | HEK293-Kir2.1, FluxOR thallium flux fluorescence; hits give low values | P35561 | B-score at 10 µM | 310,000 compounds, 0.85% hits | AID 1672;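 active = fluorescence ratio B-score at or below minus 3 SD of library scores, with starting-brightness B-score within 2 SD, cut at about -4.2 in these data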;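 also: channel flux triggered by added potassium and thallium sulfate stimulus; B-score of peak minus minimum fluorescence over baseline after thallium stimulus; more negative B-score means stronger Kir2.1 block with less thallium influx; some compounds called inactive have numbers as strong as hits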
# KCNQ2 block = KCNQ2 potassium channel inhibitors, primary screen, cell-based, CHO-K1, FluxOR thallium flux, B-score (AID 2156) | O88943 | 20 min; hits give low values | B-score at 10 µM | 310,000 compounds, 1.1% hits;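 active = fluorescence ratio B-score at most minus 3 library SDs, with starting brightness B-score within 2 library SDs, cut at about -5.5 in these data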
# Target sequence (O88943 whole entry, looked up): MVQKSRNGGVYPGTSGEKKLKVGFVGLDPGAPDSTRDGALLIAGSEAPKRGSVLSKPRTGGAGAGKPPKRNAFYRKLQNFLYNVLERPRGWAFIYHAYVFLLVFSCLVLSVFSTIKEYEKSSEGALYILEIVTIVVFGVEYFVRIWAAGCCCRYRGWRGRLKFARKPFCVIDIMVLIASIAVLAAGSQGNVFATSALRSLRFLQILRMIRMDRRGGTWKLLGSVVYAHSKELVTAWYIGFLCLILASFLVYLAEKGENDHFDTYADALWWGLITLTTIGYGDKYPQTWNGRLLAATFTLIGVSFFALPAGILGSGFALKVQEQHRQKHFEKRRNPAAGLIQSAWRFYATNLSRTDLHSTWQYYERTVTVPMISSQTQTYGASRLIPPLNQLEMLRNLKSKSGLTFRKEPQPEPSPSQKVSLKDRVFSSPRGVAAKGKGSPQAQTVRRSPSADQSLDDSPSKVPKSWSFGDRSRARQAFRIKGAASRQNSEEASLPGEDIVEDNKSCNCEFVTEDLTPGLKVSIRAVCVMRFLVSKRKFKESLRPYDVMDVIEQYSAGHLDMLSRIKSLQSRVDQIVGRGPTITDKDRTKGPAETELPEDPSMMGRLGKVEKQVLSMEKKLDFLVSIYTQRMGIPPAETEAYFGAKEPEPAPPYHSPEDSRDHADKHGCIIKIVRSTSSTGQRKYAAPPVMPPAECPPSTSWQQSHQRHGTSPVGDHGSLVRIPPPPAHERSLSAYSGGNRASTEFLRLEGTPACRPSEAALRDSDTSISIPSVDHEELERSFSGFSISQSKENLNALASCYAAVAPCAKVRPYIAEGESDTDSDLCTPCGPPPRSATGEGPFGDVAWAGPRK
# STK33 kinase inh = human STK33 kinase inhibition | Q9BYT3 | purified STK33, MBP phosphorylation, ADP-Glo luminescence | inhibition, % at 10 µM | 320,000 compounds, 0.073% hits | AID 2661;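 active = inhibition at or above 25%, using the most active replicate where run in duplicate; inactive = inhibition below 25%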
# * = called active by the depositor; i = inactive; . = not tested or not shown.
SMILES,Kir21 inh,KCNQ2 block,STK33 kinase inh
NC(=O)CN1C(=O)C2C3C=CC(C3)C2C1=O (configuration not stated),1.7,i,0.6
O=C(NC(=S)Nc1ccc(N2CCOCC2)cc1)c1cccc(Cl)c1Cl,-0.23,i,0.9
CCC(NC(=O)c1ccccc1NC(=O)c1ccco1)C(=O)NC1CCCCC1 (configuration not stated),-0.34,i,0.1
CCOC(=O)/C(=C\c1ccc(OC)c(OC)c1)C(=O)c1cccnc1,-3.2,i,-0.6
CSc1nc2c(cc1C#N)C(=O)CC(C)(C)C2,0.06,i,-0.8
Cc1nnc(N2C(=O)c3cccc4cccc(c34)C2=O)s1,-1.2,i,-2.6
CN(Cc1ccon1)C(=O)CC1C(=O)NCCN1Cc1cccc(F)c1F (configuration not stated),0.7,i,-0.3
CC(C)CC(=O)Nc1cc2c3c(c1)CCN3C(=O)CC2,-1.1,i,-0.9
COc1ccccc1NC(=O)Cc1csc(NC(=S)Nc2ccc(C)cc2)n1,0.02,i,-1.9
Cc1cc(C)n(CC(O)COc2ccc(Cl)cc2)n1 (configuration not stated),-0.2,i,-0.8
CCc1ccc(OCC(=O)N(C)CCC#N)c(Br)c1,0.19,i,-0.7
COc1cccc(C2CC(c3cccs3)Nc3ncnn32)c1 (configuration not stated),1.1,i,0.2
CC(=O)CSc1nnc(C(F)(F)F)n1C,-1,i,-0.3
COc1ccc(-c2noc(COc3ccc(C)c(C)c3)n2)cc1OC,-0.72,i,-1.5
COC(=O)c1ccc(CSc2n[nH]c(C)n2)o1,0.02,i,0.8
Cc1nn(Cc2c(Cl)cccc2Cl)c(C)c1N,1,i,0.2
C=C1CCN([C@H](C(=O)OCc2cccc(C)c2)C(C)C)S(=O)(=O)c2ccccc21,-1.2,i,0.0
Cc1cc(C(=O)CN2C(=O)NC(c3ccccc3)(c3ccccc3)C2=O)c(C)n1Cc1ccccc1,-0.76,i,-1.7
O=C(O)CCc1ccc(-c2ccc(F)cc2)n1NC(=O)c1ccco1,-0.83,i,-2.1
CC(=O)C1C(=O)CC(C)(O)C(C(C)=O)C1c1ccc(N(C)C)cc1 (configuration not stated),-0.46,i,-0.5
Cc1ccccc1C(=O)Nc1ccc(C(=O)O)cc1NC(=O)c1ccccc1C,0.01,i,-2.3
C/C(=N\N=C(N)N)c1ccc(Cl)c(Cl)c1,-5.3*,i,-0.2
COc1ccc(N=N/C(C(C)=O)=C(/C)O)cc1,-1.1,i,0.3
COc1ccccc1C(=O)COC(=O)CN1C(=O)C2CC=CCC2C1=O (configuration not stated),0.87,i,-0.9
CCOC(CNC(=O)C(=O)Nc1cc2c3c(c1)CCC(=O)N3CCC2)OCC,0.05,i,-0.6
# (list continues)
SMILES,Kir21 inh,KCNQ2 block,STK33 kinase inh
CN1CCN(C(=O)/C=C/c2ccc([N+](=O)[O-])cc2)CC1,-0.69,i,-1.0
Cc1ccc(C(=O)NC2CCN(S(=O)(=O)c3ccc(C)cc3)CC2)cc1,-0.03,i,0.5
Nc1nc(SCc2cccc([N+](=O)[O-])c2)n[nH]1,0.15,i,-0.6
C[n+]1cn(Cc2ccc(C#N)cc2)c2ccccc21,-0.31,i,-0.8
NC(=O)CC(NC(=O)Cc1ccc(Cl)cc1)c1ccc(NC2CCCCC2)c([N+](=O)[O-])c1 (configuration not stated),1.8,i,-0.5
COc1ccccc1N1CC(C(=O)Nc2ccccc2N2CCCC2)CC1=O (configuration not stated),-0.89,i,0.0
CCc1nc2ccccc2c(NC(=O)CN2CC(C)CC(C)C2)c1C (configuration not stated),0.03,i,0.0
COc1ccc(N2C(=O)NC(NS(=O)(=O)c3ccc(Cl)cc3)(C(F)(F)F)C2=O)cc1 (configuration not stated),-1,i,0.2
COC(=O)C1C(=O)c2c([nH]c(C(=O)OC3CCCC3C)c2C)CC1C (configuration not stated),-0.53,i,-1.9
COc1ccc(/C=C/c2onc(C)c2S(=O)(=O)N2CCC(C(=O)N3CCCCCC3)CC2)cc1,0.62,i,-0.2
COc1ccc(S(=O)(=O)N2CCCC(C(=O)Nc3ccc(NC(=O)c4ccccn4)cc3)C2)cc1 (configuration not stated),-0.46,i,1.3
Cc1nn(-c2ccccc2)c2sc(C(=O)c3c(N)n(C)c(=O)n(C)c3=O)cc12,0.01,i,-0.2
CN(c1ccc(C(=O)NCCSCc2ccccc2)cc1)S(=O)(=O)c1ccccc1,0.21,i,-1.6
CCn1c2ccccc2c2cc(NC(=O)CNCC3CCCO3)ccc21 (configuration not stated),-9.1*,i,-0.8
O=C1c2ccccc2C(=O)N1CCCCN(C(=O)c1cc2ccccc2oc1=O)c1ccc(F)cc1F,-0.22,i,-0.7
O=C(CSc1nnnn1C1CCCC1)NCc1ccccc1,-0.38,i,-0.3
CCOc1ccccc1NC(=O)CSc1nc(=O)n(CCN2CCOCC2)c2c1CCCC2,0.03,i,-0.3
O=C(Cn1cnc2scc(-c3ccccc3)c2c1=O)N1CCOCC1,0.22,i,0.2
CCCC[C@@H](CNC)NC[C@H](NCCCCC1CCCCC1)C(C)C,-0.69,i,-0.5
CCCCn1c(N)c(N(CCOC)C(=O)C2CCN(C(=O)c3ccc(F)cc3)CC2)c(=O)[nH]c1=O,-0.25,i,-0.3
COc1ccccc1C(=O)NC(=O)CSc1nncn1C(C)C,0.69,i,-1.5
CC(C)(C)c1ccc(OCC(O)CN2CCOCC2)cc1 (configuration not stated),-0.24,i,0.8
Cc1ccc(C)c(-n2ccnc2SCC(=O)O)c1,0.03,i,2.2
COc1ccc(C(=O)Nc2ccnn2C2CCN(C(=O)C3CCOC3)CC2)cc1 (configuration not stated),-1.2,i,1.0
COc1ccccc1CCCNC(=O)C1CCC(=O)N(CCc2cccc(F)c2)C1 (configuration not stated),-1.2,i,-0.9

# Laid out differently: results already given
> COc1ccc(N2C(=O)NC(NS(=O)(=O)c3ccc(Cl)cc3)(C(F)(F)F)C2=O)cc1 (configuration not stated)
  Kir21 inh: -1; KCNQ2 block: i; STK33 kinase inh: 0.2

> Cc1ccc(C(=O)NC2CCN(S(=O)(=O)c3ccc(C)cc3)CC2)cc1
  Kir21 inh: -0.03; KCNQ2 block: i; STK33 kinase inh: 0.5

> COc1ccc(S(=O)(=O)N2CCCC(C(=O)Nc3ccc(NC(=O)c4ccccn4)cc3)C2)cc1 (configuration not stated)
  Kir21 inh: -0.46; KCNQ2 block: i; STK33 kinase inh: 1.3

> COC(=O)c1ccc(CSc2n[nH]c(C)n2)o1
  Kir21 inh: 0.02; KCNQ2 block: i; STK33 kinase inh: 0.8

# Next compounds follow.
SMILES,Kir21 inh,KCNQ2 block,STK33 kinase inh
COc1ccc(CCNC(=O)Cn2nnc(C(=O)Nc3cc(C)ccc3C)c2N)cc1OC,0.77,i,-0.2
CC1CCCN(Cc2c(O)ccc3c(=O)c(-c4ccc(Cl)cc4)coc23)C1 (configuration not stated),-1.9,i,.
O=C(COc1ccccc1Cl)NC(=S)Nc1ccccc1N1CCCC1,-0.6,i,-1.0
CCCNc1nc(C)nc2c1cnn2CCc1ccccc1,3.4,i,-0.4
O=C(Nc1ncccc1O)C1CCN(S(=O)(=O)c2ccc3ccccc3c2)CC1,3,i,-1.5
COc1ccc(OC)c(NC2c3ccccc3C(=O)N2Cc2ccc3c(c2)OCO3)c1 (configuration not stated),0.43,i,-1.5
Cc1ccc(Cl)cc1N1C(=O)CC(C)(C)CC1=O,-0.9,i,0.0
Oc1nc(Nc2ccc(F)cc2)sc1/C=C1\C=Nc2ccccc21,0.09,i,1.1
CC(NC(=O)c1cccc(Cl)c1)C1CC2CCC1C2 (configuration not stated),0.8,i,-0.5
COc1ccc(Cl)cc1NC(=O)c1cccc(N2C(=O)C3CC=CCC3C2=O)c1 (configuration not stated),-0.14,i,-1.3
CCC(C)n1c(=N)c(C#N)cc2c(=O)n3cc(C)ccc3nc21 (configuration not stated),3,i,-2.7
CCCc1nc2ccccc2c(=O)n1/N=C/c1ccc(O)cc1,-0.9,i,-0.8
CCc1noc(C)c1C(=O)N1CCN(S(=O)(=O)c2ccc(C(C)C)cc2)CC1,-0.93,i,-0.9
COc1ccccc1CC(=O)Nc1ccc(OC)c(OC)c1,0.01,i,0.4
O=C(Nc1ccccc1C(=O)O)c1cccc(C(=O)Nc2ccccc2C(=O)O)c1,0.92,i,57*
CCOC(=O)c1cc(C)n(-c2ccc(Cl)cc2)c1C,-2,i,-1.3
CCOc1ccc(NC(=O)CN(c2ccc(OC)cc2)S(C)(=O)=O)cc1,0,i,-1.1
O=C(Nc1ccccc1)OCc1cncs1,-0.12,i,-0.8
Cc1c(C(=O)NCc2ccccc2)oc2ccc(S(=O)(=O)N3CCC4(CC3)OCCO4)cc12,-0.06,i,0.0
N#Cc1ccccc1Cn1c(=O)oc2ccccc21,-0.9,i,-0.2
Cc1cccc(NC(=O)Cn2c([N+](=O)[O-])cnc2C)c1C,0.47,i,0.0
O=S(=O)(c1ccc(NC(=S)N2CCN(c3ccc(O)cc3)CC2)cc1)N1CCOCC1,1.3,i,0.6
Cc1occc1C(=O)N1CCCc2ccccc21,0.54,i,-0.6
Cc1ccc(S(=O)(=O)NC(CC(C)C)C(=O)Nc2ccncc2)cc1 (configuration not stated),-1.1,i,-1.5
N#CC1CC(c2ccccc2)=NN1c1ccccc1[N+](=O)[O-] (configuration not stated),-0.53,i,-0.7
# Continued.
SMILES,Kir21 inh,KCNQ2 block,STK33 kinase inh
Cc1c(Cl)cnc(NC(=O)COC(=O)CCC(=O)c2cccs2)c1Cl,0.18,i,.
Cc1ccc(N2CCN(/N=C/C=C/c3ccccc3)CC2)cc1,0.63,i,-3.3
COc1ccc(CN/C(C)=C(/C#N)C(N)=O)cc1OC,1.3,i,-0.2
OCC1(Cc2ccccc2)CCN(Cc2cccc(F)c2F)CC1,0.78,i,-1.6
Cc1ccc2nc(NCCC(=O)O)nc(-c3ccccc3)c2c1,0.54,i,-1.1
COc1cc(NS(=O)(=O)c2ccc(NC(=O)c3ccc(Cl)cc3Cl)cc2)ncn1,0.52,i,-2.6
O=C(CCSCCC(=O)NCc1ccc(F)cc1)NCc1ccc(F)cc1,0.36,i,0.9
Cc1ccc(NC(=O)COC(=O)CN2C(=O)NC3(CCCC3)C2=O)cc1S(=O)(=O)N(C)C,2.1,i,-1.1
C=CCSC(=S)Nc1c(C)n(C)n(-c2ccccc2)c1=O,0.05,i,0.0
O=C(O)[C@@H]1CCCN1S(=O)(=O)c1cccc(S(=O)(=O)N2CCC[C@H]2C(=O)O)c1,-0.08,i,-1.3
CCCC(NC(=O)Cc1c(C)c2cc3c(C)c(C)oc3c(C)c2oc1=O)C(=O)N[C@@H](Cc1ccccc1)C(=O)O (some centres not stated),-0.03,i,1.9
CC(C)[C@@H](C(=O)N1CCCC1)N1C(=O)N2CCc3c([nH]c4ccccc34)[C@@]2(C)C1=O,-0.67,i,-0.3
CCOC(=O)c1c(C)[nH]c(C=C2C(=O)CCCC2=O)c1O,1.2,i,1.7
CN1N=C(c2ccc(Cl)cc2)CC(c2ccc(Cl)cc2)C1=O (configuration not stated),1.5,i,-1.2
COc1cc(C(=O)N2C(=O)c3cccc(N)c3C2=O)cc(OC)c1OC,0.12,i,.
CC(C)=CCCC(C)CN1CCC(n2nccc2NC(=O)c2ccccc2)CC1 (configuration not stated),0.69,i,0.4
CCOC(=O)CNC(=S)N(Cc1ccccc1)Cc1ccccc1F,0.7,i,-1.3
N/C(=N\OC(=O)C1CCCCC1)c1cccc([N+](=O)[O-])c1,-0.43,i,-1.1
CCOc1ccccc1C1CC(=O)NC2=C1C(=O)CCC2 (configuration not stated),2,i,-1.8
FC(F)(F)c1ccccc1CNCc1ccc2c(c1)OCO2,-0.53,i,-1.2
CC1(C)Cc2c(c(=S)nc(-c3ccccc3)n2CCO)CO1,0.09,i,-2.3
COc1ccc2cc(-c3ccn[nH]3)ccc2c1,0.56,i,2.0
Cc1ccc(NC(=O)C2CCCN(S(=O)(=O)c3c(C)noc3/C=C/N(C)C)C2)c(C)c1 (configuration not stated),2.8,i,-0.5
CC1(C)CC(=O)c2sc(NC(=O)C3CC3)nc2C1,2.6,i,-1.3
Cn1c(N)c(C(=O)COC(=O)c2ccccn2)c(=O)n(C)c1=O,1.3,i,-0.5
# The results go on.
SMILES,Kir21 inh,KCNQ2 block,STK33 kinase inh
CC(C)C(=O)c1cn(CC(=O)O)c2ccccc12,1.2,i,-1.6
CC(C)Cc1ccc(C(=O)Nc2ccc(Cc3ccncc3)cc2)o1,-1.1,i,-15
O=C(CN1CCN(Cc2cccc(Cl)c2)C1=O)NCc1cccs1,0.88,i,0.1
CC(C)Oc1ccc(C2CC(=O)N(c3cccc(Br)c3)C2=O)cc1 (configuration not stated),-0.78,i,-0.5
CC(=O)c1cccc(NC(=O)C2=CC(c3cccs3)=NS(=O)(=O)N2C)c1,0.02,i,-1.0
Cc1cccc(OCCOCCN2CCOCC2)c1C,0.84,i,-2.5

# Complete entries, looked up by structure. Order of values: Kir21 inh, KCNQ2 block, STK33 kinase inh
# `O=C(O)CCc1ccc(-c2ccc(F)cc2)n1NC(=O)c1ccco1` across the screens: -0.83, i, -2.1
# `Cc1ccc(NC(=O)COC(=O)CN2C(=O)NC3(CCCC3)C2=O)cc1S(=O)(=O)N(C)C` across the screens: 2.1, i, -1.1

# Printed as active in STK33 kinase inh, of those listed so far:
SMILES,Kir21 inh,KCNQ2 block,STK33 kinase inh
O=C(Nc1ccccc1C(=O)O)c1cccc(C(=O)Nc2ccccc2C(=O)O)c1,0.92,i,57*
